# Source: PubChem BioAssay
# MC4R ag barr = human MC4R agonism via beta-arrestin; U2OS MC4R beta-arrestin complementation, luminescence; percent of melanotan II response, DMSO zero; activation, % at 8.9 µM; actives 0.98% (n = 360,000);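 active = activation above a per-plate cutoff, the mean activation of sample wells on that plate plus 3 SD, cut at about 8% in these data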
# ABHD5 PLIN5 PPI = blocks binding of human ABHD5 to perilipin-5. Q00G26+Q8WTS1. AID 602281. actives 0.78% (n = 360,000). inhibition, % at 4 µM. Split G. princeps luciferase complementation, luminescence, 4 h;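 active = inhibition above the mean inhibition across every tested compound plus 3 SD, cut at about 22% in these data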;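 note: 0% = DMSO only wells and the 100% control is not disclosed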
# N-glyco inh = N-linked glycosylation inhibition; D54 ERlucT glycosylation luciferase reporter, 24 h; percent of 100 nM tunicamycin response; reporter increase, % at 12.5 µM; actives 0.23% (n = 360,000); AID 588692;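 active = mean luciferase reporter signal, scaled so untreated is 0 and the glycosylation-blocking control 100, at or above a set limit in every replicate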;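 note: luciferase carries N-glycosylation sites so blocking glycosylation raises the light; 0% = median of neutral control wells and 100% = median of 100 nM tunicamycin wells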
# Vif imaging = blocks HIV Vif function | HEK293T cells, Vif self-association by quenched fluorescence, imaging, 24 h | inhibition, % at 7.49 µM | actives 0.35% (n = 340,000) | AID 602346; in the data active = inhibition above about 50%, passing the limit was not always enough; note: some results filed as inactive read as strong as hits
# MC4R antagonist = antagonists of human melanocortin 4 receptor (MC4R). inhibition, % at 6.5 µM. MC4R-expressing cells, MTII-stimulated cAMP, LANCE TR-FRET. actives 0.48% (n = 360,000). P32245;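 active = inhibition above its plate's cutoff, the mean of tested wells on that plate plus 3 SD, cut at about 29% in these data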;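 note: 0% = Melanotan II alone and 100% = Melanotan II plus saturating MCL0020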
#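 Assay system: U2OS-MC4R stable cell line; Also added: Melanotan II; Technique: Eu-cAMP/anti-cAMP TR-FRET, emission 671 nm; Times: 30-min compound, 1-h challenge, 1-h detection, room temperature.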
# Granule exo inh = lytic granule exocytosis inhibition. inhibition, % at 10 µM. actives 0.66% (n = 360,000). TALL-104 LAMP-1 surface exposure, flow cytometry; cells stimulated with thapsigargin and PMA;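 active = inhibition above about 55%, limit read from the data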
# ABCB6 inh 2 = human ABCB6 transporter inhibition. K562-ABCB6 porphyrin accumulation, flow cytometry, 1 h; hits give low values. fluorescence ratio to DMSO, % at 10 µM. actives 0.19% (n = 360,000). AID 602162;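 active = fluorescence ratio to DMSO below 75%, the collection mean minus 3 SD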;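 note: signal is porphyrin accumulated inside mitochondria; 100% equals median channel fluorescence of DMSO control wells; lower ratio means ABCB6 inhibition with less porphyrin fluorescence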
# Target sequence (Q9NP58 whole entry, looked up): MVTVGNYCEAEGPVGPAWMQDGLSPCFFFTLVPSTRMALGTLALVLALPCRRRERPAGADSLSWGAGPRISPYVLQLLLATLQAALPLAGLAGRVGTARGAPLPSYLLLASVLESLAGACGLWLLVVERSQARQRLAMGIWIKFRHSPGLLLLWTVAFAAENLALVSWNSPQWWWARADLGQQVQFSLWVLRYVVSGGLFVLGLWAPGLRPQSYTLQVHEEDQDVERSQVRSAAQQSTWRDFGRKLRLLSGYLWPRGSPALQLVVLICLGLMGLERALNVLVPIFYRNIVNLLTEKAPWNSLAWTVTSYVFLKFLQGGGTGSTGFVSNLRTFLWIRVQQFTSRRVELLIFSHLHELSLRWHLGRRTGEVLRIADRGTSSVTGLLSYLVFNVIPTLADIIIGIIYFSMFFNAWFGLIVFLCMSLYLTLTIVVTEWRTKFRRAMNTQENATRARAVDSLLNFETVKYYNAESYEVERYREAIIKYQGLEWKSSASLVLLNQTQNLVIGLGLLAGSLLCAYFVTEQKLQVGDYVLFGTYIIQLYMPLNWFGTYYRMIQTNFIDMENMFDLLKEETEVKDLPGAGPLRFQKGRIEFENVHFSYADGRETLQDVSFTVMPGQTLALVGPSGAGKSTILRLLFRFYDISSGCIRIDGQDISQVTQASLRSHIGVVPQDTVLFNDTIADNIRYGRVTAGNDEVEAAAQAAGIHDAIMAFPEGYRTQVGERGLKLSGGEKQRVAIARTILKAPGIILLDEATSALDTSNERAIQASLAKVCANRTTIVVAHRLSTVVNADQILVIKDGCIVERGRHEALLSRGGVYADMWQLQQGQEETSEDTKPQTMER
# aDG glyco up = alpha-DG glycosylation activation; AID 624168; Pro5-aDG cells, alpha-DG glycosylation AlphaScreen (IIH6); 0% Pro5, 100% B10-LARGE cell signal; activation, % at 10 µM; actives 0.22% (n = 360,000);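 active = activation of at least 8% versus controls, or a plate z-score of at least 8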;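 note: Pro5 are CHO cells carrying HIG-tagged alpha-DG that lacks glycosylation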
# NOD2-RIPK2 inh = blocks binding of human NOD2 to RIPK2. CHO BLA complementation NOD2-RIPK2, CCF4 ratio. AID 624267. actives 0.38% (n = 360,000). O43353. inhibition, % at 4.98 µM; in the data active = inhibition above about 21%;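 note: 0% = vehicle only and 100% = reference blocker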
# TLR9-MyD88 inh = blocks human TLR9 binding to MyD88 | AID 504734 | inhibition, % at 4.98 µM | CHO BLA complementation TLR9-MyD88, CCF4 FRET ratio | actives 0.21% (n = 340,000) | Q9NR96+Q99836;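 active = inhibition above the mean over all tested compounds plus 3 SD, cut at about 21% in these data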;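 note: 0% = DMSO only wells and 100% = clavulanate BLA inhibitor control wells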
# Active calls of the source: *; / = not tested or not shown. These rows are one share of the data; rates above refer to the full screens.
SMILES,MC4R ag barr,ABHD5 PLIN5 PPI,N-glyco inh,Vif imaging,MC4R antagonist,Granule exo inh,ABCB6 inh 2,aDG glyco up,NOD2-RIPK2 inh,TLR9-MyD88 inh
Cc1cc(C)c(NC(=O)COc2nc3ccccc3nc2C)c(C)c1,-1.8,4,-2,/,9,-5,94,0.2,-6,-15
Cc1ccccc1C(=O)NCCN1CCC(n2c(=O)[nH]c3ccccc32)CC1,/,6,/,/,/,-2,102,0.1,-5,/
CCOC(=O)c1c(-c2ccc(F)cc2)csc1NC(=O)C1CCCO1 (stereo unspecified),0.4,-9,1,0,6,-1,92,0.1,5,8
Cc1ccccc1/C=N/n1c(-c2cc(-c3ccccc3)n[nH]2)n[nH]c1=S,13*,0,5,-1,23,-4,104,0.0,-4,1
Cc1cc(N/N=C/c2ccc(O)cc2O)nc(-c2ccccc2O)n1,7.8,6,-11,5,3,8,82,-0.1,3,1
CCn1c(COc2ccc(C)cc2)nnc1SCC(=O)NCc1ccco1,-0.6,-4,2,16,20,-10,97,0.3,-5,-2
Cc1ccc(C(c2nnnn2C2CCCC2)N2CCN(c3nc4ccccc4s3)CC2)cc1 (stereo unspecified),0.0,7,1,/,-1,2,99,-0.1,-7,-8
Cc1nc2scc(C)n2c(=O)c1S(=O)(=O)N1CCN(c2ccccc2F)CC1,0.4,1,0,7,0,0,100,0.1,5,-7
CCOC(=O)c1c(NC(=O)c2noc(C)c2[N+](=O)[O-])sc(C(C)=O)c1C,1.5,1,13,3,6,0,98,0.3,-3,-12
CC(C)(C)NC(=O)C(c1ccncc1)N(C(=O)c1csnn1)c1ccccc1 (stereo unspecified),0.8,-1,-14,/,2,-4,97,-0.1,-13,-1
O=C(O)CC(CC(=O)Nc1ccccc1C(=O)O)c1ccccc1 (stereo unspecified),0.6,3,-1,-13,-2,-4,94,0.0,-4,12
Fc1ccccc1Nc1nc(-c2ccncc2)nc2ccccc12,0.0,3,-3,2,7,-2,97,1.2,-12,-4
O=C(OCc1ccccc1)N1CCC2CC1c1cc(NCCc3ccccc3)ccc12 (stereo unspecified),-1.7,-11,2,/,4,-4,98,-0.2,-7,-5
Cc1ccc(S(=O)(=O)N2CCC(=O)N(CCOC(=O)Nc3cc(C)cc(C)c3)CC2)cc1,-0.1,-1,-1,-12,2,-8,97,0.2,-5,3
Cc1nnc(NS(=O)(=O)c2ccc(F)cc2)s1,0.4,0,1,9,4,-4,100,-0.1,12,-2
CCC1Nc2ncnc(N3CCN(c4ccccn4)CC3)c2N(Cc2ccc(Br)cc2)C1=O (stereo unspecified),-6.7,-2,0,8,2,-9,91,0.0,-4,1
COc1ccc(C)cc1S(=O)(=O)n1nc(C)cc1C,1.2,-4,0,0,7,-5,99,-0.5,-8,-2
O=C(Cc1ccc(Cl)cc1Cl)Nc1ccncc1Cl,-2.4,-3,-5,-46,0,1,94,3.6,2,0
O=C(Nc1ccc2ncccc2c1)c1cccc(Br)c1,-0.6,5,-3,-7,2,-1,96,0.0,4,-8
O=[N+]([O-])c1cccc(-c2csc(N/N=C/c3cccc(O)c3)n2)c1,11*,-8,0,-17,-1,11,97,-0.1,4,3
C/C(=N\Nc1ccc(Cl)c(C(=O)O)c1)c1cccc([N+](=O)[O-])c1,-0.2,2,0,-9,13,-2,107,0.1,-5,-15
CC1CC(C)CN(C(=S)Nc2ccc3nc4n(c(=O)c3c2)CCCCC4)C1 (stereo unspecified),0.6,2,2,-6,11,3,99,0.6,4,-13
CC(=O)Nc1cccc(-c2cc(NC(C)=O)c3ncc(-c4cccc(C(F)(F)F)c4)n3c2)c1,4.0,1,-3,2,11,17,99,0.3,-5,/
C[C@H]1CN([C@@H](C)CO)S(=O)(=O)c2ccc(-c3ccncc3)cc2O[C@H]1CN(C)C(=O)c1cccc(F)c1,0.5,1,1,-16,15,1,99,-0.1,-9,-1
CN1C=CC=C/C1=C1\SC(=S)N(CC(=O)O)C1=O,-3.0,-27,0,2,3,-2,99,-0.2,7,-4
COCCCNC(=O)C[C@H]1C[C@H](C(=O)N(C(C)C)C(C)C)[C@@]2(C)c3[nH]c4ccc(Cl)cc4c3CCN2C1=O,-2.1,-12,3,/,7,-1,100,0.1,13,-10
Cc1ccc(C(=O)Nc2ccc3c(c2)OCCO3)c(Cl)c1,0.1,5,-21,-4,-2,-9,89,0.2,-3,-5
COC(=O)C(O)(CC(=O)Nc1ccccc1OC)C(F)(F)F (stereo unspecified),-1.5,-2,1,-2,12,-2,103,0.2,-10,-9
CCn1c(-c2csc(C(C)C)c2)n[nH]c1=S,-1.8,-4,-1,1,5,-2,98,0.1,-2,3
CCOc1ccccc1CN1CCN(C2CCSCC2)CC1CCO (stereo unspecified),-1.3,-4,2,5,0,0,100,0.1,4,0
Cc1cccc(C(=O)n2c(=S)nc3cc(C)ccn32)c1,-1.6,-6,-16,1,4,6,98,-0.1,3,7
O=C1CC(Cc2ccc(Cl)cc2)C(=O)N1c1cc(Cl)ccn1 (stereo unspecified),1.0,3,2,3,3,2,101,0.0,-7,-6
CCOCCCNC(=O)CN1C(=O)/C(=C/c2ccccc2)Sc2ccccc21,-2.3,3,-3,4,-1,-1,94,0.1,-2,2
C=CC[C@@H](CC(=O)N[C@@H](CO)Cc1ccccc1)C(=O)NC[C@@H](OC(=O)[C@@H](CC=C)CC(=O)OC(C)(C)C)c1ccccc1,-0.8,-17,-3,-1,0,1,92,0.3,-12,3
O=C(c1ccc(Oc2ccc(C(F)(F)F)cc2[N+](=O)[O-])cc1)N1CCOCC1,1.1,7,-2,-1,7,-4,96,0.1,-18,-6
O=C(COc1nncc2ccccc12)NCC(F)(F)F,-2.7,-7,1,1,6,6,105,-0.3,4,2
COC(=O)C(=C/C=C/c1cccnc1)C(=O)OC,-0.7,-3,0,21,0,-1,92,0.0,-8,-1
CCOC(=O)C1(C)CCN1C(=O)c1ccc(F)c(Cl)c1 (stereo unspecified),1.6,0,1,-7,4,2,96,-0.1,2,/
COc1ccc(-c2nc(S(=O)(=O)c3ccccc3)c(N3CCOCC3)o2)cc1,-0.5,9,1,6,4,-1,96,-0.5,8,-2
CCC(=O)NCCc1c[nH]c2ccccc12,-0.5,2,0,4,-5,1,99,-0.3,-6,-5

# Grouped by structure, the entries above with an NH in an aromatic ring
SMILES,MC4R ag barr,ABHD5 PLIN5 PPI,N-glyco inh,Vif imaging,MC4R antagonist,Granule exo inh,ABCB6 inh 2,aDG glyco up,NOD2-RIPK2 inh,TLR9-MyD88 inh
Cc1ccccc1C(=O)NCCN1CCC(n2c(=O)[nH]c3ccccc32)CC1,/,6,/,/,/,-2,102,0.1,-5,/
Cc1ccccc1/C=N/n1c(-c2cc(-c3ccccc3)n[nH]2)n[nH]c1=S,13*,0,5,-1,23,-4,104,0.0,-4,1
COCCCNC(=O)C[C@H]1C[C@H](C(=O)N(C(C)C)C(C)C)[C@@]2(C)c3[nH]c4ccc(Cl)cc4c3CCN2C1=O,-2.1,-12,3,/,7,-1,100,0.1,13,-10
CCn1c(-c2csc(C(C)C)c2)n[nH]c1=S,-1.8,-4,-1,1,5,-2,98,0.1,-2,3
CCC(=O)NCCc1c[nH]c2ccccc12,-0.5,2,0,4,-5,1,99,-0.3,-6,-5

# Other compounds follow.
SMILES,MC4R ag barr,ABHD5 PLIN5 PPI,N-glyco inh,Vif imaging,MC4R antagonist,Granule exo inh,ABCB6 inh 2,aDG glyco up,NOD2-RIPK2 inh,TLR9-MyD88 inh
COC(=O)c1ccccc1NC(=O)N1CCN(c2ccc(OC)cc2)CC1,1.6,-6,-1,2,8,2,100,-0.4,-2,10
CC(C)(C)NC(=O)C1CC(=O)OC1(C)C (stereo unspecified),-1.0,5,0,2,8,-3,105,3.6,1,6
CCOC(=O)N1CCC(NC(=O)c2ccc3c(c2)N(C)CCS3)CC1,0.2,0,-1,1,7,0,102,0.1,-15,-6
COc1ccc(CNC(=O)c2sccc2C)cc1,-1.8,-5,-1,14,2,-8,98,-0.1,-8,-4
COc1ccc(C2C(C(=O)c3ccco3)=C(O)C(=O)N2CCOCCO)cc1OC (stereo unspecified),-0.8,10,2,3,0,-1,97,0.2,-9,-9
S=c1[nH]nc(C23CC4CC(CC(C4)C2)C3)n1Cc1ccco1,-0.2,-1,-3,4,2,4,96,-0.1,-9,4
CC(=O)c1cccc(Nc2cc(C)nc3c(C)cccc23)c1,-1.0,3,18,1,-1,21,99,0.3,0,6
Cc1ccc(C(=O)C2CCN(CC(=O)NC3CCCC3)CC2)cc1,-1.4,4,-4,-32,-3,5,92,0.0,-13,-2
COCc1c(C(=O)Nc2ccc(Cl)cc2F)oc2ccccc12,5.5,7,0,2,0,1,97,0.0,10,-7
CCC(=O)Nc1sc2c(c1C(N)=O)CCC2,-0.4,-1,2,-4,-1,-3,108,-0.2,8,-10
Cc1nnc(SCC(=O)N2c3ccccc3CC2C)s1 (stereo unspecified),1.4,-3,0,9,9,6,101,-0.1,-25,3
O=C(Nc1ccc(Cl)c(Cl)c1)N1CCSC1c1ccco1 (stereo unspecified),-1.1,-19,-2,-6,2,2,93,1.0,-1,3
O=C(O)CCNS(=O)(=O)c1ccc(Oc2ccccc2)cc1,-0.5,6,0,3,8,2,100,-0.1,5,2
Cc1nnc(-c2ccc(Oc3ccc(C)c(C)c3)c([N+](=O)[O-])c2)o1,0.1,1,-6,3,17,7,94,0.2,3,-6
O=C1OC(c2ccc(O)cc2)(c2ccc(O)cc2)c2ccccc21,6.2,-16,1,-3,6,-1,78,-0.1,-10,-3
CCc1cc2cccc(C)c2nc1SCC(=O)N1CCN(C(=O)c2ccco2)CC1,0.6,10,0,-14,-1,2,96,0.2,11,-1
C/C(NCCN1CCOCC1)=C(\C#N)C(N)=O,-2.7,-6,3,2,5,-5,103,0.0,-7,-2
CCCCn1c(N)c(N(Cc2ccccc2OC)C(=O)C(C)Oc2ccc(Br)cc2)c(=O)[nH]c1=O (stereo unspecified),-1.5,-3,1,1,6,1,99,-0.1,-3,0
Cc1ccc(C(=O)N2CCC3(CC2)Oc2ccc(Cl)cc2C(=O)C32CC(c3cccnc3)=NO2)s1 (stereo unspecified),1.2,-7,-5,5,5,-2,105,0.0,-6,-14
CC(Sc1nnc(-c2ccccc2)c(-c2ccccc2)n1)C(=O)Nc1ncc(Cl)cc1Cl (stereo unspecified),-1.2,-6,-2,-9,-1,4,92,0.2,-4,-1
O=C(Nc1c(-c2ccc3c(c2)OCO3)[nH][nH]c1=O)c1cnccn1,/,-27,-3,2,/,-8,98,-0.3,4,/
CCOC(=O)[C@]12CCC=C1N(Cc1ccc(Cl)cc1Cl)C(=O)[C@H](CC(=O)N1CCOCC1)C2,/,5,/,/,/,-5,94,-0.1,2,/
O=S(=O)(/N=C(/Nc1cccc2ccccc12)c1ccc(F)cc1)c1ccccc1,0.3,11,-3,-2,7,7,96,0.1,-3,-5
CC(=O)c1sc2nc(SCC(=O)NCCc3ccccc3)[nH]c(=O)c2c1C,2.0,3,1,-5,1,-5,106,0.1,-23,-10
O=C(O)CCN1CCc2ccccc2C1c1cccs1 (stereo unspecified),-2.1,-4,4,-1,2,-4,103,-0.3,5,-10
